SW480 rereplic: A quantitative high throughput screen for small molecules that induce DNA re-replication in SW480 colon adenocarcinoma cells; AID 624297, 2012; Potency, µM (series often up to 46.1 µM), inactives show at the highest dose re-replication activation, usual class: activators; 1.8% of 340,000 active; SW480 DNA re-replication, Hoechst DNA content imaging, 48 h; note: potency is the fitted concentration of half-maximal effect; % of control where 0% means no effect; nearly all actives have a fitted effect of over 55% in size
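Image-based read-out: total Hoechst fluorescence of nuclei (405 nm excitation, 500-530 nm emission), with hits raising the fraction of high-intensity nuclei. SW480 colon cells incubated 48 hr with compounds at 37 C.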
MCF10A rereplic: A quantitative high throughput screen for small molecules that induce DNA re-replication in MCF 10a normal breast cells; MCF 10A DNA re-replication, Hoechst nuclear intensity, 48 h; 2.9% of 350,000 active; AID 624296, 2012; Potency, µM (doses to about 46.1 µM), without a hit: at the top dose activity, positive = re-replication, usual class: activators; note: potency is the fitted concentration of half-maximal effect; % of control where 0% means no effect; nearly all actives have a fitted effect of over 50% in size
DRD3 agonist: qHTS of D3 Dopamine Receptor Agonist: qHTS; 0.58% of 410,000 active; max activation, %; AID 652048, 2013; D(3) dopamine receptor (Homo sapiens), P35462; D3R DiscoveRx beta-arrestin cells, luminescence, 90 min; in the data active = max activation above about 30%; note: 0% is about no effect; mostly tested at two doses, the higher about 12 µM
Target sequence (P35462 whole entry, looked up): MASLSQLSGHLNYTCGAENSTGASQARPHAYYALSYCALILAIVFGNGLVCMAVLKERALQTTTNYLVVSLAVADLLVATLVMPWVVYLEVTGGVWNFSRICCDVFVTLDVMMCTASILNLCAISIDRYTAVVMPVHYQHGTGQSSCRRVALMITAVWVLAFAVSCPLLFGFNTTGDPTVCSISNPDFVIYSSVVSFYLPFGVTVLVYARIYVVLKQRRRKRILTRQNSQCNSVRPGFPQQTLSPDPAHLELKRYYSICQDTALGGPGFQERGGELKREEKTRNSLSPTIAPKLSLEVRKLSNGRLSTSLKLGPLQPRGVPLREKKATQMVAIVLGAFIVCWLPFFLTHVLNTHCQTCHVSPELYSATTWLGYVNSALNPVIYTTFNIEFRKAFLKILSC
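Agonist-mode cell screen: cells plated at 1500/well and incubated overnight at 37 °C, then exposed to library compounds for 90 min at 37 °C. Detection reagent was added for 30–60 min at room temperature, and luminescence was read.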
GLP1R cytotox: qHTS of GLP-1 Receptor Inverse Agonists: Cytotox Screen; HEK293 cAMP-luciferase reporter cells, luminescence, 24 h; Potency, µM (doses to about 38.3 µM), for the others: top-dose activity change, negative = inhibition, hits mostly inhibitors; 0.13% of 410,000 active;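 note: loss of luciferase light is scored as toxicity; potency is the fitted concentration of half-maximal effect; % is set by controls: 0 for no effect and ±100 for the full control effect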
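MLSMR compounds, 24 hr on cells at 37 deg C/5% CO2; luminescence after luciferase reagent (12 min RT). Inhibition counted as the undesired cytotoxic outcome.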
An asterisk follows results filed as active; [ ] = dose if it differs, or a comment. Unless noted, calls come from the whole dose curve; as a rule, active = well fitted curve in the direction sought with a large enough effect; inconclusive = small, poorly fitted or top-dose-only effect, or another doubt; inactive = no such curve, though single readings can be large; an effect the other way counts as inactive or inconclusive. Not all compounds are listed; count on the stated rates, not on these rows.

Screening CC(N)C(=O)NCC(=O)NC1CSSCC(C(=O)O)NC(=O)C(CO)NC(=O)C(C(C)O)NC(=O)C(Cc2ccccc2)NC(=O)C(C(C)O)NC(=O)C(CCCCN)NC(=O)C(Cc2c[nH]c3ccccc23)NC(=O)C(Cc2ccccc2)NC(=O)C(Cc2ccccc2)NC(=O)C(CC(N)=O)NC(=O)C(CCCCN)NC1=O (configuration not stated) returned SW480 rereplic 2% and MCF10A rereplic 6%.
For C=C1[C@@H]2CC[C@H](C2)C1(C)C the results were SW480 rereplic -9% and MCF10A rereplic -2%.
Screening Cc1cccc(NC(=O)CSc2nnc(NC(=O)CN3CCCCC3)s2)c1 returned SW480 rereplic -2% and MCF10A rereplic 3%.
Screening Cc1c(Cl)cccc1NC(=O)CSc1nc2c(c(=O)[nH]1)CCCC2 returned SW480 rereplic inconclusive and MCF10A rereplic inconclusive.
Screening CCOC(=O)c1sc(NC(=O)CSc2nc3c(c(=O)n2-c2ccc(F)cc2)SCC3)c(C(=O)OCC)c1C returned SW480 rereplic -3% and MCF10A rereplic 2%.
CCCNC(=O)OC[C@H]1O[C@H](CCO/N=C/c2ccc(C(=O)N3[C@H](c4ccc(C)cc4)[C@@H](C)CC[C@H]3C(=O)OC)cc2)C=C[C@@H]1Oc1ccc(OC)cc1 was read as SW480 rereplic -5% and MCF10A rereplic 3%.
O=C(NCCN1C(=O)S/C(=C\c2cccs2)C1=O)[C@H](Cc1ccccc1)N1C(=O)c2ccccc2C1=O was read as SW480 rereplic -3% and MCF10A rereplic 6%.
`O=C1O[C@@H]([C@@H](O)CO)[C@@H](O)[C@H]1O` gave SW480 rereplic -2% and MCF10A rereplic -1%.
For O=C(O)CC(O)CC(O)/C=C/c1c(C2CC2)nc2ccccc2c1-c1ccc(F)cc1 (configuration not stated) the results were SW480 rereplic inconclusive and MCF10A rereplic 17%.
For NC(=O)c1cc[n+](CC2=C(C(=O)[O-])N3C(=O)[C@@H](NC(=O)Cc4cccs4)[C@@H]3SC2)cc1 the results were SW480 rereplic -7%[20.6 µM] and MCF10A rereplic -7%[20.6 µM].
`C/C(CCN1CCc2nc(-c3ccccc3)c(-c3ccccc3)cc2C1)=N\O[C@H](C)c1cn([C@H](CO)Cc2ccccc2)nn1` gave SW480 rereplic -3% and MCF10A rereplic inconclusive.
Screening CC(=O)Nc1ccc([C@H]2[C@H](C)CC[C@H]3C(=O)N4[C@@H](CC[C@@H](C)[C@@H]4c4ccc(NC(C)=O)cc4)C(=O)N32)cc1 returned SW480 rereplic 2% and MCF10A rereplic 3%.
For Cn1c(N)c(C(=O)COC(=O)c2cc(C(F)(F)F)nc3ccccc23)c(=O)n(C)c1=O the results were SW480 rereplic -14% and MCF10A rereplic 2%.
`CCOC(=O)C(CS)NCCN[C@@H](CS)C(=O)OCC` (some centres not stated) gave SW480 rereplic 1% and MCF10A rereplic 0%.
CC(C)C[C@H](NC(=O)[C@@H](Cc1c[nH]c2ccccc12)NC(=O)[C@@H](Cc1ccc(O)cc1)NC(=O)[C@@H](CO)NC(=O)[C@@H](Cc1c[nH]c2ccccc12)NC(=O)C(Cc1cnc[nH]1)NC(=O)C1CCC(=O)N1)C(=O)N[C@@H](CCCN=C(N)N)C(=O)N1CCC[C@@H]1C(=O)NCC(N)=O (some centres not stated) was read as SW480 rereplic -2% and MCF10A rereplic -3%.
`COc1cc2c(cc1OC)C(c1ccccc1)CN(C)CC2` (configuration not stated) gave SW480 rereplic 1% and MCF10A rereplic 0%.
Screening CCc1ccc(NC(=O)Cc2ccc(OC)cc2)cc1 returned SW480 rereplic 0% and MCF10A rereplic 7%.
Screening Cc1cc2nc3c(=O)[nH]c(=O)nc-3n(CC(O)C(O)C(O)COP(=O)(O)O)c2cc1C (configuration not stated) returned SW480 rereplic -11% and MCF10A rereplic 0%.
Screening C/C=C1/NN(CCCN2CCN(c3cccc(Cl)c3)CC2)C(=O)N1CCOc1ccccc1 returned SW480 rereplic 2% and MCF10A rereplic inconclusive.
Screening Cc1ccc2c(Cn3cc(C(F)(F)F)cc(Cl)c3=O)cc(=O)oc2c1 returned SW480 rereplic 1% and MCF10A rereplic -1%.

Overlap with the part before: three entries, followed by the next part.
Screening Cc1cc2nc3c(=O)[nH]c(=O)nc-3n(CC(O)C(O)C(O)COP(=O)(O)O)c2cc1C (configuration not stated) returned SW480 rereplic -11% and MCF10A rereplic 0%.
Screening C/C=C1/NN(CCCN2CCN(c3cccc(Cl)c3)CC2)C(=O)N1CCOc1ccccc1 returned SW480 rereplic 2% and MCF10A rereplic inconclusive.
Screening Cc1ccc2c(Cn3cc(C(F)(F)F)cc(Cl)c3=O)cc(=O)oc2c1 returned SW480 rereplic 1% and MCF10A rereplic -1%.
OC[C@@H]1O[C@](CO)(O[C@H]2O[C@H](CO)[C@@H](O)[C@H](O)[C@H]2O)[C@H](O)[C@H]1O was read as SW480 rereplic -3% and MCF10A rereplic 0%.
For O=C1Oc2ccccc2C(=O)C1C(CC(O)c1ccc(-c2ccc(Br)cc2)cc1)c1ccccc1 (configuration not stated) the results were SW480 rereplic -3% and MCF10A rereplic 30µM*.
For O=[N+]([O-])c1cccc(-c2nc(Oc3ccc(Cl)cc3)c3ccccc3n2)c1 the results were SW480 rereplic -6% and MCF10A rereplic -2%.
`O=C(OC[C@@H]1O[C@@](O)(COC(=O)c2cccnc2)[C@H](OC(=O)c2cccnc2)[C@H]1OC(=O)c1cccnc1)c1cccnc1` gave SW480 rereplic -1% and MCF10A rereplic 6%.
Screening CCC[C@@H]1O[C@@H]2C[C@@H]3[C@H]4CCC5=CC(=O)C=C[C@@]5(C)[C@H]4[C@H](O)C[C@@]3(C)[C@@]2(C(=O)CO)O1 returned SW480 rereplic -1% and MCF10A rereplic 3%.
Screening CCOC(=O)c1ccc(CN(Cc2ccc(F)cc2)S(=O)(=O)c2ccc(F)c(C(=O)Nc3c(C)cccc3C)c2)cc1 returned DRD3 agonist 7 and GLP1R cytotox -1%.
Screening CCN(CC)CCN(C(=O)c1ccco1)c1nc2ccc(F)cc2s1 returned DRD3 agonist -29 and GLP1R cytotox -29%.
Screening CCOC(=O)CCn1nc(C)c2c(C)n(-c3ccccc3)nc2c1=O returned DRD3 agonist 5 and GLP1R cytotox -6%.
Cc1cccc(OCc2ccc(-c3nc(C#N)c(NCCN(C)C)o3)o2)c1 was read as DRD3 agonist 3 and GLP1R cytotox -14%.
CCOc1ccccc1C(=O)NCc1nc2cccnc2n1Cc1ccc(C)cc1 was read as DRD3 agonist 0 and GLP1R cytotox -1%.
`COc1ccccc1/C=C/c1nc(C#N)c(NC2CCCCC2)o1` gave DRD3 agonist -1 and GLP1R cytotox 97%[activator].
For CCc1ccccc1NC(=O)c1sc2nc3c(cc2c1N)CN(Cc1ccccc1)CC3 the results were DRD3 agonist -9 and GLP1R cytotox -10%.
Cc1ccccc1C(=O)N(Cc1sccc1C)C1CCS(=O)(=O)C1 (configuration not stated) was read as DRD3 agonist 0 and GLP1R cytotox 6%.
`CCc1ccc(Cn2c(CNS(=O)(=O)c3ccc(F)c(Cl)c3)nc3cccnc32)cc1` gave DRD3 agonist 15 and GLP1R cytotox 0%.
Cc1ccc(NC(=O)c2nnn(CC(=O)Nc3ccc(C)c(Cl)c3)c2N)c(C)c1 was read as DRD3 agonist -5 and GLP1R cytotox 2%.
O=C(NC1CC(=O)N(c2ccc(Cl)cc2)C1)c1cccs1 (configuration not stated) was read as DRD3 agonist -34 and GLP1R cytotox -1%.
For Cc1ccc(NC(=O)Cn2c(=O)nc(-c3ccccc3)c3ccccc32)cc1 the results were DRD3 agonist -5 and GLP1R cytotox -9%.
Screening COc1ccc(-c2[nH]nc3nc(-c4cc(OC)c(OC)c(OC)c4)cc(C(=O)O)c23)cc1 returned DRD3 agonist 1 and GLP1R cytotox 0%.
For O=C(Nc1ccc(Br)cc1F)N1CCC2(CC1)Oc1ccccc1C(=O)N2Cc1ccccc1F the results were DRD3 agonist 0 and GLP1R cytotox -10%.
For CCOc1ccc(OCC)c(NC(=O)c2cc(S(=O)(=O)N3CCc4ccccc43)cn2C)c1 the results were DRD3 agonist 4 and GLP1R cytotox 0%.
COc1ccc(-n2nnnc2C2CCN(S(=O)(=O)c3ccc(C(C)(C)C)cc3)CC2)cc1 was read as DRD3 agonist 7 and GLP1R cytotox -7%.
COc1cc(C(=O)Nc2sc3c(c2C#N)CCCC3)c(Br)c(OC)c1OC was read as DRD3 agonist -4 and GLP1R cytotox inconclusive.
`CCC(=O)C1=C(c2ccc(OC)c(OC)c2)N(C(=O)CC)n2c(nnc2-c2ccc(C)cc2)S1` gave DRD3 agonist 7 and GLP1R cytotox 15%.
CC(=O)c1c(C)oc2ccc(N(C(=O)Oc3ccccc3)S(=O)(=O)c3ccccc3)cc12 was read as DRD3 agonist -10 and GLP1R cytotox 21%.
Screening Cc1ccc(Cl)cc1-n1c(=O)cc(N2CCN(c3ccc(F)cc3)CC2)[nH]c1=O returned DRD3 agonist 9 and GLP1R cytotox 2%.
For CCCN(CCC)CCNC(=O)c1cc(Sc2ccc(Cl)cc2)nc2ccccc12 the results were DRD3 agonist -17 and GLP1R cytotox -4%.
Cc1ccc(-n2c(=O)c3c(C)c(C(=O)N(C)C)sc3n(CC(=O)C(C)(C)C)c2=O)cc1C was read as DRD3 agonist -3 and GLP1R cytotox -2%.
Screening CCOc1ccc(CCNC(=O)c2ccc(Cn3c(=O)c4cccn4c4cccnc43)cc2)cc1 returned DRD3 agonist -4 and GLP1R cytotox 0%.
COc1cccc(CNC(=O)CSc2nc(=O)[nH]c3c2CCCC3)c1 was read as DRD3 agonist 2 and GLP1R cytotox 9%.
`O=C(Cn1nc(-c2ccccc2)nc(Cc2ccccc2)c1=O)Nc1ccc(Cl)cc1` gave DRD3 agonist 9 and GLP1R cytotox 6%.
Screening CCOC(=O)c1cc(C)n(CC2CCC(C(=O)Nc3ccc(C)c(F)c3)CC2)c1C (configuration not stated) returned DRD3 agonist 6 and GLP1R cytotox 16%.
For O=C(NCc1ccc(Cl)cc1)c1ccc(Cn2c(=O)c3cccn3c3cccnc32)cc1 the results were DRD3 agonist 4 and GLP1R cytotox 4%.
Screening CCN(Cc1ccccc1)Cc1c(O)ccc2c(=O)c(-c3ccccc3)c(C(F)(F)F)oc12 returned DRD3 agonist 1 and GLP1R cytotox 2%.
Screening COc1ccc(OCC(=O)NCC(c2ccc(OC)cc2)N2CCOCC2)cc1 (configuration not stated) returned DRD3 agonist -35 and GLP1R cytotox 1%.
Screening Cc1c(-c2cccc(NC(=O)Cc3ccccc3)c2)nc2ncccn12 returned DRD3 agonist -13 and GLP1R cytotox 13%.
O=C(NC1CC(=O)N(c2ccc(Cl)cc2)C1)c1cc2ccccc2o1 (configuration not stated) was read as DRD3 agonist -30 and GLP1R cytotox 16%.
O=C(CSc1nc2c([nH]c3ccccc32)c(=O)n1-c1ccccc1)N1CCCCCC1 was read as DRD3 agonist -9 and GLP1R cytotox 1%.
Screening COc1ccc(CCNc2nc(SCc3ccc(F)cc3)nc3ccccc23)cc1OC returned DRD3 agonist -1 and GLP1R cytotox -11%.
Screening Cc1cccc2sc(N(CCN(C)C)C(=O)c3ccc4c(c3)OCCO4)nc12 returned DRD3 agonist -19 and GLP1R cytotox inconclusive.
For O=C(NCCc1ccccc1)c1cnc2sc(N3CCOCC3)nn2c1=O the results were DRD3 agonist -30 and GLP1R cytotox -3%.
`Cc1cccc(Cn2c(CNS(=O)(=O)c3ccc(Cl)s3)nc3cccnc32)c1` gave DRD3 agonist 6 and GLP1R cytotox 9%.
CCc1ccc(C(=O)c2cn(CC(=O)Nc3ccc(OC)cc3OC)c3ccc(CC)cc3c2=O)cc1 was read as DRD3 agonist -32 and GLP1R cytotox 2%.
For COc1cccc(C2C=C(c3ccccc3)Nc3c(C(=O)Nc4ccccc4)cnn32)c1OC (configuration not stated) the results were DRD3 agonist 17 and GLP1R cytotox -4%.
Screening COc1cccc(N2CC(NC(=O)c3ccco3)CC2=O)c1 (configuration not stated) returned DRD3 agonist -9 and GLP1R cytotox 6%.
Screening CC(=O)Nc1cccc(NC(=O)CSc2cn(CC(=O)N3CCCC3)c3ccccc23)c1 returned DRD3 agonist 11 and GLP1R cytotox 3%.
Screening Cc1ccccc1-c1nc(NC(=O)CSc2ncnc3sc4c(c23)CCCC4)ns1 returned DRD3 agonist -13 and GLP1R cytotox 0%.

Bioassay records from PubChem BioAssay.
